Compound activity (PubChem)
D2 agonist: activates the human D2 dopamine receptor. activation, % at 2 µM. HEK293 T-REx D2 cells, calcium flux agonist mode. actives 0.53% (n = 340,000);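 active = activation over 3 SD above normal in the single-dose calcium agonist read, cut at about 30% in these data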; note: 0% is about no effect
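HEK293 Trex D2 cells, tetracycline-induced, o/n 30 C 5% CO2; no-wash Ca dye, RT 30–90 min; 10-cycle baseline, 23 nl cpd added, kinetic Ca read 180 s; agonist hits = positive Ca response.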
12-LOX inh: ALOX12 (human) lipoxygenase inhibition. purified 12hLO, xylenol orange hydroperoxide absorbance. Potency, µM (top dose mostly 108 µM), for inactives: top-dose activity change, negative = inhibition, most hits filed as inhibitors. actives 1.1% (n = 580,000). AID 1671190; note: potency is the fitted concentration of half-maximal effect; % is set by controls: 0 for no effect and ±100 for the full control effect
Target sequence (P18054 whole entry, looked up): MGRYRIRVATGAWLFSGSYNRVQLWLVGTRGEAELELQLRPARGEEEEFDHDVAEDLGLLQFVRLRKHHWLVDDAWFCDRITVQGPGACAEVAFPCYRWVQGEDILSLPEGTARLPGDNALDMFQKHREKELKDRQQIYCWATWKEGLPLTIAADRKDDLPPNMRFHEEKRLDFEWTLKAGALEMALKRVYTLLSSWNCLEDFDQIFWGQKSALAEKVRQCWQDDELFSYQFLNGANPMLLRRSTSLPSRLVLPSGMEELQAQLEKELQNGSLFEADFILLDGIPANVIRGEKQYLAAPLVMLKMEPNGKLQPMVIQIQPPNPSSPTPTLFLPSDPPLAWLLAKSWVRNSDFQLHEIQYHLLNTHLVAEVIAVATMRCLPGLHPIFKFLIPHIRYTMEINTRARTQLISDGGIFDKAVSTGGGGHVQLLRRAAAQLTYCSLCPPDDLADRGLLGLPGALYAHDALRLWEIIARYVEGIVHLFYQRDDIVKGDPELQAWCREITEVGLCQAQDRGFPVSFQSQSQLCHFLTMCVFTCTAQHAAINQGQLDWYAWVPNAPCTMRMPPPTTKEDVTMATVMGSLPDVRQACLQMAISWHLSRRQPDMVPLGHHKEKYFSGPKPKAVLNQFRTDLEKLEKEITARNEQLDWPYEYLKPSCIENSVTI
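Hydroperoxide product was detected by ferrous iron/xylenol orange as the 573 to 405 nm absorbance ratio. Arachidonic acid at 40 uM (final) was turned over for 30 min at room temperature by 150 nM human 12hLO, pH 7.0 Hepes buffer, after 15 min compound preincubation.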
LDHA block: blocks human lactate dehydrogenase A. P00338. activity change, % (values are at about 110 or 230 µM). purified LDHA, NADH/diaphorase-resazurin fluorescence; hits give low values. AID 1347041. actives 0.15% (n = 480,000); in the data active = activity change below about -30%; inconclusive = mostly about -25% to -30%;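 note: plate controls were DMSO wells for no effect and wells without enzyme for full effect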
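Human LDH5 (2 nM) was incubated with 0.06 mM NADH and 0.2 mM pyruvate for 5 min at room temperature in Tris pH 7.4. Remaining NADH was coupled through diaphorase/resazurin, and resorufin fluorescence was read at 0 and 20 min.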
Vif-APOBEC3F blk: blocks the Vif interaction with APOBEC3F | HeLa A3F-eYFP + Vif (tagged APOBEC3F with the HIV-1 protein that degrades it), YFP fluorescence increase | Potency, µM (series often up to 46.1 µM), for the others: top-dose activity, negative = active | actives 0.2% (n = 390,000) | AID 602313; note: potency is the fitted concentration of half-maximal effect; % of control where 0% means no effect; nearly all actives have a fitted effect of over 65% in size
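HeLa cells stably expressing Vif plus C-terminally eYFP-tagged A3F were seeded, incubated overnight at 37 deg C, dosed with compound, incubated overnight again at 37 deg C. Yellow fluorescence (Ex 488/Em 500-530) reported blocked Vif-mediated A3F-eYFP degradation.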
RGS4 inh: human RGS4 inhibition; P49798; Potency, µM (titrated, usually from 114 µM), for the others: at the top dose activity change, negative = inhibition, actives largely listed as inhibitors; Transcreener GDP fluorescence polarization, RGS4-accelerated GTP hydrolysis; actives 0.039% (n = 390,000); note: potency is the fitted concentration of half-maximal effect; % is set by controls: 0 for no effect and ±100 for the full control effect; nearly all actives have a fitted effect of over 75% in size; some results filed as inactive show a strong effect at the top dose
Target sequence (P49798 whole entry, looked up): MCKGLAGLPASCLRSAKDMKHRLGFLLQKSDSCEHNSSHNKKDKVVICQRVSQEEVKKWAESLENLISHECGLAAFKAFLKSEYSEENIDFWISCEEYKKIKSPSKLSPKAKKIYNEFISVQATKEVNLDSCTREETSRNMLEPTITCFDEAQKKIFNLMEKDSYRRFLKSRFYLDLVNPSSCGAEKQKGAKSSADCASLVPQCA
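MLSMR compounds (23 nl, pin-transferred) preincubated 10 min at room temperature with a 500nM (2x) first reagent, then RGS4 at 900nM (2x) plus Transcreener GDP mix added; fluorescence polarization (620/688 nm) read before and after 90 min at 30 °C.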
Glioma ERSR ind: induces the endoplasmic reticulum stress response in human glioma cells; actives 0.02% (n = 420,000); U87-MG GRP78 promoter luciferase reporter, 16 h; Potency, µM, inactives show at the highest dose activation, most hits filed as activators; note: potency is the fitted concentration of half-maximal effect; series mostly up to about 76 µM; % of control where 0% means no effect; nearly all actives have a fitted effect of over 35% in size
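Stably transfected U87-MG glioma cells carrying a GRP78-based luciferase sensor; 16 h compound incubation. Luminescence end-point read 10 min after Bright-Glo addition at room temperature.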
D2 antagonist: D2 dopamine receptor (human) antagonism. P14416. HEK293 TREx D2 cells, calcium flux, dopamine EC80. inhibition, % at 10 µM. actives 2% (n = 340,000). AID 485344; in the data active = inhibition above about 30%; note: 0% is about no effect
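Calcium mobilization kinetics were recorded at 1 s intervals in tetracycline-induced HEK293 T-REx D2 cells, first for 180 s after compound addition and then 180 s after EC80 dopamine.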
Vif-APOBEC3G blk: inhibitors of Vif-APOBEC3G interaction. Q9HC16. HeLa A3G-eYFP + Vif (tagged APOBEC3G with the HIV-1 protein that degrades it), YFP fluorescence, overnight. Potency, µM (doses to about 46.1 µM), for inactives: at the highest dose activity, negative = active, actives largely listed as inhibitors. actives 0.076% (n = 410,000). AID 602310;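 note: potency is the fitted concentration of half-maximal effect; % is set by controls: 0 for no effect and ±100 for the full control effect; nearly all actives have a fitted effect of over 60% in size; hits raise eYFP signal because A3G escapes Vif-driven loss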
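HeLa cells stably expressing Vif and C-terminally eYFP-tagged A3G, seeded overnight at 37 deg C, then exposed to compound by pintool overnight at 37 deg C. Rise in yellow fluorescence (Ex 488/Em 500-530, Acumen) marks blocked Vif-driven A3G degradation.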
ERG-DNA inh: ERG Ets/DNA interaction inhibition; P11308; fluorescence polarization, His-ERG Ets domain / labelled DNA; Potency, µM (titrated, usually from 76.9 µM), for inactives: at the highest dose FP activity, negative = inhibition, actives largely listed as inhibitors; actives 0.028% (n = 370,000); active = well fitted inhibition curve with a large enough effect in the polarisation, with a control signal flat; inconclusive = small, poorly fitted or top-dose-only effect, or effect the other way, or a change in a side signal; inactive = no such curve, though single readings can be large or run the other way; the % refers to the polarisation;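 note: polarization taken with two DNA probes labelled with fluorescein and Texas red; potency is the fitted concentration of half-maximal effect; % of control where 0% means no effect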
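His-tagged ERG Ets domain (1 uM in the protein solution; 300mM KCl, 50mM Tris-HCl, 1mM EDTA, 1mM DTT, pH 7.5) received compound, then a probe mix of 5 nM fluorescein-DNA and 100nM Texas-615-DNA. Fluorescence polarization was read for both dyes.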
An asterisk follows results filed as active; ? = inconclusive; . = not tested or not shown; [ ] = remark or other dose. Unless noted, calls come from the whole dose curve; as a rule, active = well fitted curve in the direction sought with a large enough effect; inconclusive = small, poorly fitted or top-dose-only effect, or another doubt; inactive = no such curve, though single readings can be large; an effect the other way counts as inactive or inconclusive. Only part of the results is shown; count on the stated rates, not on these rows.

SMILES	D2 agonist	12-LOX inh	LDHA block	Vif-APOBEC3F blk	RGS4 inh	Glioma ERSR ind	D2 antagonist	Vif-APOBEC3G blk	ERG-DNA inh
COC(=O)C(/C=N/OCc1ccc([N+](=O)[O-])cc1)NC(=O)c1cccc(Cl)c1 (configuration not stated)	3.0	?	-7	4%	9%	?	-12	1%	0%
Cc1ccc(C(NC(=O)N2CCOCC2)=C(Cl)Cl)cc1F	-0.2	24%	3	-4%	-30%	-5%	-6	-11%	.
CC(=O)N1c2ccc(S(=O)(=O)NCCc3cccc(C)c3)cc2CC1C (configuration not stated)	-1.5	?	-7	0%	-8%	-1%	.	2%	9%
Cc1ccc(F)cc1C(=O)N1CCCCC1c1cc(C(=O)Nc2cccc(C#N)c2)no1 (configuration not stated)	.	-4%	-14	.	.	-2%	.	-2%	.
CCOc1ccc(NC(=O)CN(C)C(=O)c2sc3ccccc3c2Cl)cc1OCC	-0.2	3%	0	2%	-21%	-3%	-23	0%	-19%
COc1ccc(S(=O)(=O)N2CCOCC2)cc1NC(=O)CN1CCCc2ccccc21	.	?	-4	2%	17%	-3%	.	-3%	1%
COc1ccccc1NC(=S)N1CCn2cccc2C1c1cccnc1 (configuration not stated)	-0.2	17%	-10	-15%	4%	-1%	4	1%	0%
O=C(Nc1ccccc1)c1cc(C2COCCN2C(=O)c2ccccn2)on1 (configuration not stated)	.	1%	0	.	.	1%	.	-1%	.
O=C(NC1CCCC1)C1CCN(C(=O)c2cccc(Cl)c2)CC1	0.0	-9%	-12	-5%	21%	-2%	17	-6%	?
CN1CCN(C(=O)N2c3ccccc3CCc3ccccc32)CC1	-0.6	?	-3	10%	-18%	-6%	7	1%	2%
COc1ccc(-c2csc(C(C)(O)c3cccc(F)c3)n2)cn1 (configuration not stated)	.	-16%	-2	.	.	0%	.	-4%	.
CCn1cc(S(=O)(=O)Nc2cccnc2)cn1	0.5	36%[activator]	-1	0%	5%	9%	0	-9%	6%
COc1cc(C2c3cc4c(cc3C3OC(=O)C2C3CO)OCO4)cc(OC)c1OC (configuration not stated)	.	-3%	-6	-28%	.	-3%	.	-39%	.
O=C(Cn1cc(C(=O)COc2ccccc2)c2ccccc21)NCc1ccco1	0.5	-11%	-5	.	-3%	-1%	17	?	1%
CCCCC(CC)CNC(=O)c1cc2ccccc2c(=O)o1 (configuration not stated)	-2.6	0%	-7	-29%	-14%	-1%	2	-2%	13%
COc1ccc(CNC(=O)COC(=O)c2ccco2)cc1	1.4	22%	-11	17%	-2%	-2%	-18	1%	0%
COc1ccccc1NS(=O)(=O)c1cc(NC(=O)c2cc[n+]([O-])cc2)ccc1N1CCCC1	2.0	?	-8	1%	?	-6%	2	-9%	13%
CCC(=O)N1CCCC1(C)C(=O)Nc1cc(OC)ccc1OC (configuration not stated)	.	1%	3	.	.	-2%	.	-1%	.
c1ccc(C(c2nnnn2Cc2ccco2)N2CCN(c3nc4ccccc4s3)CC2)cc1 (configuration not stated)	-0.7	-18%	2	2%	-3%	-5%	12	-1%	0%
CC(=O)CCC(=O)N1CCCC(CNC(=O)c2ccc(-c3ccccc3)cc2)C1 (configuration not stated)	-2.1	2%	0	13%	-12%	2%	14	-1%	2%
Cc1nn(-c2ccccc2)c(C)c1/C=N/NC(=O)c1cc(-c2ccc(Cl)s2)[nH]n1	0.6	-2%	-5	2%	2%	-4%	-11	?	8%
N#Cc1ccccc1NC(=O)CSc1nnc(-c2ccc(F)cc2)n1-c1ccccc1	0.0	-20%	-4	4%	26%	-6%	-16	-2%	-2%
CCc1ccc(-c2csc3ncn(Cc4ccc(C(=O)O)cc4)c(=O)c23)cc1	-0.5	-4%	0	13%	-8%	1%	13	-4%	-8%
Cc1oc2ncn(CC(C)C)c(=O)c2c1C(=O)N(CCN(C)C)Cc1ccccc1	0.1	-20%	4	-9%	-2%	-1%	.	-1%	0%
O=C(NNC(=O)c1cc2ccccc2cc1O)Nc1ccc(Br)cc1	-0.1	47%[activator]	0	3%	8%	0%	4	0%	3%
COC(=O)[C@H](Cc1ccc(O)cc1)NC(=O)Cn1cnc2c(NCc3ccccc3)ncnc21	.	15%	-17	6%	15%	-3%	.	0%	-6%
CC1(C)CC(=O)c2sc(NC(=O)CN3CCOCC3)nc2C1	0.1	?	-1	0%	-42%	-2%	-16	1%	-13%
Cc1cc2nnc(SCC(=O)NCC(c3ccccc3)N(C)C)n2c2ccccc12 (configuration not stated)	-1.3	?	4	-13%	3%	-4%	16	-2%	6%
COC(=O)C1(CCSC)NC(c2ccc(OC)cc2OC)C2C(=O)N(c3cccc(C(C)=O)c3)C(=O)C21 (configuration not stated)	0.3	0%	-10	0%	10%	4%	-12	0%	-5%
CC1(C)CN=C(N(C(=O)Nc2ccccc2)c2ccccc2F)S1	0.5	223%[activator]	-3	6%	-18%	-7%	0	-2%	5%

Some of the entries so far, as labelled records:
canonical_smiles: CCn1cc(S(=O)(=O)Nc2cccnc2)cn1
  D2 agonist: 0.5 | 12-LOX inh: 36%[activator] | LDHA block: -1 | Vif-APOBEC3F blk: 0% | RGS4 inh: 5% | Glioma ERSR ind: 9% | D2 antagonist: 0 | Vif-APOBEC3G blk: -9% | ERG-DNA inh: 6%
canonical_smiles: COc1ccc(S(=O)(=O)N2CCOCC2)cc1NC(=O)CN1CCCc2ccccc21
  D2 agonist: . | 12-LOX inh: ? | LDHA block: -4 | Vif-APOBEC3F blk: 2% | RGS4 inh: 17% | Glioma ERSR ind: -3% | D2 antagonist: . | Vif-APOBEC3G blk: -3% | ERG-DNA inh: 1%
canonical_smiles: CC1(C)CN=C(N(C(=O)Nc2ccccc2)c2ccccc2F)S1
  D2 agonist: 0.5 | 12-LOX inh: 223%[activator] | LDHA block: -3 | Vif-APOBEC3F blk: 6% | RGS4 inh: -18% | Glioma ERSR ind: -7% | D2 antagonist: 0 | Vif-APOBEC3G blk: -2% | ERG-DNA inh: 5%
canonical_smiles: COc1cc(C2c3cc4c(cc3C3OC(=O)C2C3CO)OCO4)cc(OC)c1OC (configuration not stated)
  D2 agonist: . | 12-LOX inh: -3% | LDHA block: -6 | Vif-APOBEC3F blk: -28% | RGS4 inh: . | Glioma ERSR ind: -3% | D2 antagonist: . | Vif-APOBEC3G blk: -39% | ERG-DNA inh: .

Next section
SMILES	D2 agonist	12-LOX inh	LDHA block	Vif-APOBEC3F blk	RGS4 inh	Glioma ERSR ind	D2 antagonist	Vif-APOBEC3G blk	ERG-DNA inh
CC1CCc2nc(NC(=O)c3ccc(S(=O)(=O)N4CCCc5ccccc54)cc3)sc2C1 (configuration not stated)	0.0	-28%	2	-13%	-22%	-4%	-3	1%	-8%
FC(F)(F)c1ccc2c3n(nc2c1)CCN=C3c1ccc(Cl)cc1	-1.3	-18%	2	-2%	-16%	1%	-10	1%	-9%
Cc1nonc1NCn1nnc2ccccc21	0.0	9%	-3	6%	5%[11.4 µM]	1%	-4	1%	4%
CN(Cc1ccccc1)C(=O)Nc1ccc(Cl)cc1	.	-9%	-5	-7%	3%	2%	.	-1%	15%
Clc1nccc(NCc2ccccc2)n1	.	?	-11	-6%	-2%	-3%	.	1%	-18%
CC(=O)NN1CCc2cc3ccc(C)cc3nc21	1.4	-4%	-4	-8%	11%	-1%	0	-1%	0%
Cc1cc(=S)cc(C)n1CCCO	1.0	-14%	0	-8%	36%	-5%	-9	0%	-6%
CC(C)(C)N1C(=O)c2ccc(C(=O)NCc3ccco3)cc2C1=O	-0.1	-24%	0	-7%	1%	2%	-12	1%	2%
CCOC(=O)c1ccc(NC(=O)c2sc3nc(N4CCOCC4)c4c(c3c2N)CCCC4)cc1	0.5	-8%	8	5%	27%	-4%	-9	-2%	3%
CN(C)S(=O)(=O)c1cccc(N=c2scc(-c3ccc4c(c3)NC(=O)CO4)n2CC2CCCO2)c1 (configuration not stated)	-1.2	?	-4	-10%	-3%	-1%	8	-12%	-7%
C[C@@H](C(=O)Nc1ccc2c(c1)OCCO2)n1c(=O)[nH]c2ccccc2c1=O	0.1	-8%	-5	17%	3%	1%	0	-2%	-1%
CCCCCN(C(=O)CCC(=O)OCc1ccccc1C(F)(F)F)c1c(N)n(CCCC)c(=O)[nH]c1=O	0.9	2%	-8	0%	-4%	-6%	-3	-7%	2%
CC1(C(=O)NS(=O)(=O)c2cccc(Cl)c2)CCN1C(=O)C1(c2ccc(Cl)cc2)CC1 (configuration not stated)	.	-15%	-6	.	.	-2%	.	-1%	.
CC1(Cc2cccc(C#N)c2)C(=O)Nc2ccc(-c3cccc(C(F)(F)F)c3)cc21 (configuration not stated)	.	?	1	.	.	-10%	.	2%	.
Cn1c(=O)c2c([nH]c(=S)n2Cc2ccc(Cl)cc2)n(C)c1=O	.	?	-9	10%	?	-3%	.	3%	9%
CCn1c(CNc2ccc(F)cc2)nnc1SCC(=O)Nc1ccccc1OC	0.1	-2%	-2	4%	-4%[11.4 µM]	-3%	-16	4%	1%
COCCN(C(=O)CSc1nnc(-c2ccccc2OC)o1)c1c(N)n(CC(C)C)c(=O)[nH]c1=O	-0.3	-2%	-3	2%	-16%	0%	-8	-3%	-1%
Cc1cc(C)c(NC(=O)CCCSc2nnc(N)s2)c(C)c1	0.6	10%	-4	-3%	-17%	-1%	-7	0%	-8%
